GPR7 antagonist: GPR7 receptor antagonists, primary screen, cell-based, fluorescence, single concentration; GPR7-expressing cells, fluorescence antagonist assay; Neuropeptides B/W receptor type 1 (Homo sapiens), P48145; inhibition, % at 4.4 µM; hit rate 1.1% among 290,000; in the data active = inhibition above about 16%, passing the limit was not always enough;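 also: cells stimulated with the agonist NPW; 0% = agonist with vehicle and 100% = vehicle without agonist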
NALP1 yeast inh: NALP1 inflammasome inhibitors in reconstituted yeast, colorimetric, S. cerevisiae, triplicate retest; hit rate 0.61% among 280,000; inhibition, % at 10 µM; S. cerevisiae NALP1/ASC/caspase-1 growth, X-gal OD620, 72 h; in the data active = inhibition mostly above about 24%, no sharp cut-off; inactive = mostly below about 32%; also: some compounds called inactive have numbers as strong as hits
M18AAP inhibitor: PfM18AAP inhibitors, malaria aminopeptidase, primary screen, biochemical, QFRET, recombinant enzyme. M18 aspartyl aminopeptidase (Plasmodium falciparum 3D7). H-Glu-NHMec fluorogenic cleavage. inhibition, % at 7.35 µM. hit rate 1.2% among 290,000;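 active = inhibition above the campaign mean inhibition over all tested compounds plus 3 SD, cut at about 28% in these data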;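 also: 0% = plate median of test compound wells and 100% = 2 mM ZnCl2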
IMP-1 inhibitor: IMP-1 metallo-beta-lactamase inhibitors, primary screen, biochemical, epi-absorbance readout, Pseudomonas aeruginosa enzyme; metallo-beta-lactamase IMP-1 (Pseudomonas aeruginosa); purified IMP-1, nitrocefin hydrolysis, epi-absorbance fluorescence; inhibition, % at 5.6 µM; hit rate 0.45% among 290,000;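 active = inhibition above the mean plus 3 SD of all compounds in the same screening run, cut at about 4.5% in these data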;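 also: 0% = IMP-1 with DMSO and 100% = DMSO wells lacking enzyme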
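Test system: recombinant IMP-1 enzyme, purified / Medium: HEPES buffer pH 7.1 with ZnSO4 and Brij 35 / Doses: single dose, 5.6 µM / Times: 25 °C, 15 min preincubation, 25 min reaction / Detection: Epi-absorbance via hydrolysed-nitrocefin quenching of white-plate fluorescence, 480/530 nm, EDTA stop / Evaluation: percent inhibition from optical density relative to buffer-blank wells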
IDE cell inh: human IDE inhibitors in live cells, primary screen, fluorescence polarization, HEK cells, FAbetaB substrate. hit rate 0.41% among 320,000. FAbetaB cleavage. inhibition, % at 5.59 µM;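 active = percent inhibition above the average of all tested compounds plus 3 SD, set per screening campaign, cut at about 16% in these data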;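 also: IDE supplied by intact live HEK cells; FP after avidin binding of uncleaved biotin substrate so inhibition keeps polarization high; 0% = DMSO wells and 100% = 60 µM reference IDE inhibitor Ii1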
Target sequence (P14735 whole entry, looked up): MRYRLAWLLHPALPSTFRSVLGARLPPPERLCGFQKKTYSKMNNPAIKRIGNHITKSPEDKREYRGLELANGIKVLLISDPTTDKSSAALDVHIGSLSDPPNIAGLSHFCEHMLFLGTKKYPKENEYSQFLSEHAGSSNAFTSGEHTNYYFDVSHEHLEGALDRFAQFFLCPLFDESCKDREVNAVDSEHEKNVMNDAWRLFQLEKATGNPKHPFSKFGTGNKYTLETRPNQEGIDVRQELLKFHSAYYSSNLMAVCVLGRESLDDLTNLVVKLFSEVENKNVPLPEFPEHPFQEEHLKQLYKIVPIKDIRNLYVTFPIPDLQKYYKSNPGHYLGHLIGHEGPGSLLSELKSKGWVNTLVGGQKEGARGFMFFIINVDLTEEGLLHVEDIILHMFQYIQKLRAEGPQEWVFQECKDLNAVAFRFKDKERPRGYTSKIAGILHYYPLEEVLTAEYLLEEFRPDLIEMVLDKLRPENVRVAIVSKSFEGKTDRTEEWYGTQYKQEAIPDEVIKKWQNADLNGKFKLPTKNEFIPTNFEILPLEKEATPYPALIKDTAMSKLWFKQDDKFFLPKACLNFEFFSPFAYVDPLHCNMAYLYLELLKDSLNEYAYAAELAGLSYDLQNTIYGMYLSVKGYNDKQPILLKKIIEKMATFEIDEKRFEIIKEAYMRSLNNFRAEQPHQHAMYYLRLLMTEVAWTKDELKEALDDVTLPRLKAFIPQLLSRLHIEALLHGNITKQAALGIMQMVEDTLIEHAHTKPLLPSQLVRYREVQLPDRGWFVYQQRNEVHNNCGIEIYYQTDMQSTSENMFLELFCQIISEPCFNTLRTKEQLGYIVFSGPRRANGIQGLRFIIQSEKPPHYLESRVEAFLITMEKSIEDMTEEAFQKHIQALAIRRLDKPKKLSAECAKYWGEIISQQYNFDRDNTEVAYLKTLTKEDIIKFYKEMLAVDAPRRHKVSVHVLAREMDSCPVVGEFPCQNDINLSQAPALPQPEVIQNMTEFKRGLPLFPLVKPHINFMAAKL
PHOSPHO1 inh: PubChem AID 1565; recombinant PHOSPHO1, absorbance phosphatase assay; inhibition, % at 13.3 µM; hit rate 1.1% among 290,000; in the data active = inhibition above about 60%
pCIP destab: p/CIP-EGFP fusion destabilizers, primary screen, fluorescence, F442A cells | Q05BA5 | 16 h | decrease of EGFP signal, % at 10 µM | hit rate 0.01% among 290,000 | AID 1984, 2009;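 active = EGFP signal decrease of at least 30% at 10 µM or well 3 SD below plate mean, unless failing retest; inactive = the rest, including hits failing retest or dose response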; also: some compounds called inactive have numbers as strong as hits; many of its hits are not listed in these tables
VIM-2 inhibitor: VIM-2 metallo-beta-lactamase inhibitors, primary screen, biochemical, epi-absorbance readout, Pseudomonas aeruginosa enzyme; inhibition, % at 5.6 µM; hit rate 0.89% among 290,000; purified VIM-2, nitrocefin hydrolysis, epi-absorbance fluorescence;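 active = inhibition above the mean of all tested compounds plus 3 SD, cutoff set per screening run, cut at about 7.5% in these data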;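 also: red hydrolysis product quenches plate fluorescence so inhibitors raise well fluorescence; 0% = enzyme with DMSO and 100% = DMSO without enzyme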
IDE cell activ: human IDE activators in live cells, primary screen, fluorescence polarization, HEK cells, FAbeta-B substrate; Insulin-degrading enzyme (Homo sapiens), P14735; FAbeta-B cleavage; 0% vehicle, 100% cell-free pure enzyme wells; activation, % at 5.96 µM; hit rate 0.073% among 340,000;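 active = activation above the mean of all tested compounds plus 3 SD, set per screening campaign, cut at about 17% in these data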
* marks the source's active call; other numbers are inactive results; x = not tested or not shown.

GPR7 antagonist	NALP1 yeast inh	M18AAP inhibitor	IMP-1 inhibitor	IDE cell inh	PHOSPHO1 inh	pCIP destab	VIM-2 inhibitor	IDE cell activ	compound
-16	-3	2	-2.3	6	51	0	-4.2	3	Cc1ccc(S(=O)(=O)NCCc2ccncc2)cc1[N+](=O)[O-]
14	-1	0	-2.0	2	-46	15	-1.6	8	COCCn1nnnc1C(c1cc(OC)ccc1OC)N1CCc2ccccc2C1 (stereo not drawn)
x	x	x	x	-3	4	2	x	3	C=C(C)C(=O)Nc1cccc(C2=NOC3(C2)C[C@@H](C(N)=O)N(C(=O)CC(c2ccccc2)c2ccccc2)C3)c1 (stereo partly drawn)
-6	-11	18	-1.7	1	24	2	-2.4	3	COc1ccc(/C=C2\SC(=S)N(CC(=O)OCC(=O)Nc3ccc(C)cc3Cl)C2=O)cc1
-7	3	-2	0.1	8	-18	2	0.9	5	O=C(Nc1nnc(-c2ccccc2)o1)c1cc(-c2cccs2)nc2ccccc12
7	16	0	-3.4	-2	27	-3	-1.2	5	Cc1ccsc1/C=C(\C#N)C(=O)NCCCN1CCOCC1
-18	-51	5	-1.7	0	37	0	-4.2	0	Cc1c(C)c(C)c(S(=O)(=O)N2CCC3(CC2)OCCO3)c(C)c1C
-1	9	8	-3.0	-2	12	5	-0.2	4	O=C(C1=C(O)C(=O)N(CCc2ccccc2)C1c1cccs1)c1ccco1 (stereo not drawn)
-4	33	-1	-2.5	-1	3	-1	1.6	1	CC(C)n1nnc2c(=O)oc3ccccc3c21
-6	5	2	-1.4	-10	16	0	0.4	7	CCCn1cc(CN2CCC(n3nccc3NC(=O)c3ccc4c(c3)OCO4)CC2)c(C)n1
-12	-16	-4	-1.6	0	-24	-19	-2.5	0	CCOC(=O)c1ccc(NC(=S)NCc2ccc(S(N)(=O)=O)cc2)cc1
-12	5	3	-2.0	-4	-3	9	-2.8	2	Cc1ccc(C23CC4CC(CC(C(=O)OCC(=O)NC5CCS(=O)(=O)C5)(C4)C2)C3)cc1 (stereo not drawn)
-12	19	2	-3.3	4	-117	-23	-4.1	0	CCOC(=O)c1sc(NC(=O)c2cc(-c3ccc(C)cc3)nc3ccccc23)c(C#N)c1C
-6	-17	4	-0.7	-4	4	0	-2.5	6	CCCCCCc1cc2cc(C(=O)Nc3cccc(OC)c3)c(=O)oc2cc1O
-6	-1	10	-1.6	6	-62	1	-0.4	5	C/C(=N\NC(=S)Nc1ccccc1C)C1Cc2ccccc2C(=O)O1 (stereo not drawn)
-9	0	3	-2.5	-3	29	5	-2.3	-3	CCn1c(SCC(=O)c2ccc(NS(=O)(=O)c3ccccc3)cc2)nnc1-c1cccs1
6	21	5	-2.9	4	38	5	-1.8	0	Cn1cc(SCC(=O)Nc2nccs2)c2ccccc21
-9	15	-4	-0.3	1	29	1	-0.3	x	CCCN1CCC(NC23CC4CC(CC(C4)C2)C3)CC1
-2	2	20	-2.0	1	12	-3	-0.9	-1	Cc1ccnc(SCC(=O)c2ccc(Br)s2)n1
-3	15	-10	-3.1	-3	-14	9	-1.3	2	CCNc1nc(NCC)n2c(SCc3ccc(F)cc3)nnc2n1
-9	29	-7	-3.1	-2	0	3	-2.0	4	CCOC(=O)C(=O)/C(=C\N(C)C)c1onc(-c2c(Cl)cccc2Cl)c1C(=O)OC
12	34	4	-1.5	-2	28	3	-2.3	3	O=C(NC1CCCC1)C(c1ccncc1)N(CC1CCCO1)C(=O)Cn1nnc(-c2cccs2)n1 (stereo not drawn)
13	7	5	-1.5	4	46	2	-0.6	0	O=C(Nc1cccnc1)c1ccc(COc2ccccc2Cl)o1
-7	-3	0	-2.3	4	14	0	-1.2	2	COc1ccccc1CN(C)c1nnnn1-c1ccccc1
1	-9	-4	-2.7	-3	-33	-1	-0.7	3	CCC(Sc1nccn1C)C(=O)Nc1ccc(Cl)cn1 (stereo not drawn)
-10	17	-9	2.4	2	-10	-8	-1.2	6	Nc1cccc2c1C(=O)N(C(=O)c1ccco1)C2=O
16	-4	-1	-1.3	6	5	16	0.3	-2	CC(=O)c1ccc(NC(=O)CSc2nnc(-c3ccco3)o2)cc1
-4	16	-6	-0.4	1	6	-7	-1.2	-6	O=C(CSc1nnc(SCc2ccc(Cl)cc2)s1)N/N=C/c1ccc(Cl)cc1Cl
0	12	-10	-2.2	-4	24	5	-2.3	-5	CCC(C)[C@H](NC(=O)N1CCC(C)CC1)C(=O)O (stereo partly drawn)
1	-4	-1	-1.8	6	-4	-4	-2.2	0	CCC(=O)Nc1cc(C)c(NC(=O)C23CC4CC(CC(C4)C2)C3)cn1
4	17	7	-3.3	-11	-5	4	-3.1	7	COC(=O)/C=C1/SC(=Nc2ccc(C)cc2C)NC1=O
-11	-1	2	-2.2	-8	-1	-3	-2.0	-5	C=CCc1c(C)nc(N2CCSCC2)[nH]c1=O
-11	8	-3	-1.5	0	38	-13	-0.9	0	O=C(NC1CCN(c2ncccn2)CC1)c1cccc(F)c1
-6	-100	-4	-2.2	4	-22	-8	-1.6	-2	Nc1nnc(SCc2ccc(Cl)cc2)s1
-7	-5	-2	-2.7	2	31	-11	-0.9	-4	CC(=O)c1c(C)oc2ccc(NS(=O)(=O)c3ccccc3)cc12
-19	30	-13	-2.5	1	30	-3	-2.3	2	CC(C)(C)S(=O)(=O)/C(C#N)=C/c1sccc1C1OCCO1
-5	14	-4	-3.2	5	7	2	-3.3	2	FCCCOc1ccc(-c2nccc(-c3ccccn3)n2)cc1
-3	-5	-11	-1.4	4	9	-6	-0.2	5	O=C(Oc1cccc(-n2cnnn2)c1)c1sc2ccccc2c1Cl
-12	7	-3	-2.8	2	28	-18	-0.8	-3	CCOc1ccc(NC(=O)c2sc3nc4n(c(=O)c3c2C)CCC4)cc1
0	8	0	-1.9	1	-7	5	-2.2	3	CCOC(=O)c1c(C)c(C(=O)NCCCN2CCCC2=O)c(C)n1CC
-4	29	-8	-0.1	-3	53	-1	2.5	9	Cc1ccc(S(=O)(=O)Oc2ccc(/C=C(/NC(=O)c3ccccc3)C(=O)O)cc2)cc1
-5	98*	3	-3.0	2	3	-5	-0.7	-3	CCOC(=O)CNC(c1ccccc1)c1cc(Br)ccc1NC(=O)CCN1CCOCC1 (stereo not drawn)
-4	9	-2	-0.1	6	3	-2	-0.4	0	COc1cccc(-c2cc(C(=O)Nc3cnn(Cc4ccc(F)cc4)c3)no2)c1
-4	x	8	-2.9	0	3	-2	-3.6	7	COc1ccc(C(=O)CNc2ccc(C)cc2C)cc1
-3	15	1	0.6	1	14	-5	0.0	3	CC(C)(CO)CNC1CCCN(C2Cc3ccccc3C2)C1 (stereo not drawn)
-5	9	-7	-3.1	1	-7	3	-2.9	1	CCC1CCCCN1Cc1nc2c(c(=O)n(C)c(=O)n2C)n1Cc1ccccc1 (stereo not drawn)
-10	42*	7	-3.9	-3	12	-17	-3.5	x	Cc1[nH]c2ccccc2c1NC(=O)CN1CCN(C(=O)c2ccco2)CC1
1	-65	0	-1.8	3	-32	1	-2.7	4	NC(=O)CSc1c[nH]c2ccccc12
-4	9	7	-3.7	3	17	5	-0.4	5	COc1cc(C2N=C(c3ccccc3)NO2)cc(Br)c1O (stereo not drawn)
-2	-4	7	-0.1	5	28	-4	-1.1	4	COc1ccc(-c2cc(CNC(C)=O)on2)cc1
-5	1	2	-2.4	7	65*	-23	-2.3	3	O=C(Cn1cnc2sc3c(c2c1=O)CCCC3)NCC(=O)Nc1ccc(F)cc1F
-3	6	-2	0.5	0	32	6	2.0	4	CCS(=O)(=O)c1nc(S(=O)(=O)c2ccc(C)cc2)c(NCCCN2CCCC2=O)s1
-11	5	-8	0.6	4	11	-2	0.1	1	CCn1ncc(CN2CCN(Cc3cccc(OC)c3)C(CCO)C2)c1C (stereo not drawn)
-16	9	-1	-1.2	4	2	0	-2.2	7	COCCCNC(=O)CN(CCc1ccccc1)S(=O)(=O)c1ccc(C)cc1
-3	-8	11	-3.5	2	-5	-2	-2.6	6	CSCC[C@@H](C(=O)Nc1ccc2c(c1)OCCO2)N1Cc2ccccc2C1=O
1	-3	5	-3.5	-3	27	-5	-1.1	3	O=C(O)c1cc(N2C(=O)C3CC=CCC3C2=O)ccc1NCc1cccnc1 (stereo not drawn)
10	7	-4	-2.6	1	38	-4	-1.2	-4	COC(=O)/C(=C/c1c[nH]c2ccccc12)[N+](=O)[O-]
-9	26	-17	-1.0	-1	x	0	-1.6	2	CN1CCC(NC(=O)c2cccc(Oc3ccccc3)c2)CC1
1	18	-1	0.5	0	19	3	0.2	1	CCCn1c(C(O)c2cc(OC)c(OC)c(OC)c2)nc2ccccc21 (stereo not drawn)
35*	30	5	-1.7	3	-15	1	-0.8	3	Cc1ccc(CSc2nnc(-c3cccc(S(=O)(=O)N4CCOCC4)c3)n2CC(C)C)cc1

Taken from above:
pCIP destab result of Cc1ccc(S(=O)(=O)Oc2ccc(/C=C(/NC(=O)c3ccccc3)C(=O)O)cc2)cc1 = -1
M18AAP inhibitor result of C=CCc1c(C)nc(N2CCSCC2)[nH]c1=O = 2
IMP-1 inhibitor result of Nc1nnc(SCc2ccc(Cl)cc2)s1 = -2.2

Carrying on.
GPR7 antagonist	NALP1 yeast inh	M18AAP inhibitor	IMP-1 inhibitor	IDE cell inh	PHOSPHO1 inh	pCIP destab	VIM-2 inhibitor	IDE cell activ	compound
-10	27	-4	-1.6	1	7	8	-1.1	6	CCOc1ccc(NC(=O)CCC(=O)Nc2nnc(CC)s2)cc1
-12	14	-3	-0.6	7	43	-11	-2.3	-3	Cc1ccc(SCC(=O)c2c(C)nc3cc(C)ccn23)cc1
-1	26	-8	-1.0	1	39	-1	-1.7	2	CN(C)S(=O)(=O)N1CCN(C(=O)c2ccccc2Cl)CC1
-15	52	1	-4.4	-9	18	5	-4.4	-1	C=CCc1cccc(/C=N/c2nc3ccccc3n2CC)c1O
10	-8	-3	-3.4	2	-5	-9	-1.3	4	COc1ccc(-c2nn(-c3ccccc3)cc2C#N)cc1
-4	x	-12	-0.8	2	-2	-8	-0.8	-2	CN(C)Cc1nc2c([nH]1)c(=O)n(C)c(=O)n2C
0	19	-8	0.5	2	-3	-2	-1.4	4	CCCCC(=O)N/N=C/c1cc([N+](=O)[O-])ccc1N1CCOCC1
0	-8	4	-3.8	3	23	-6	2.6	-1	Cc1ccc2c(c1)cc(C)c1nnc(SCC(=O)NCc3ccco3)n12
-7	17	-4	-4.0	6	24	3	-1.5	2	CCCCN(CC)CCCNC(=O)c1ccc2c(c1)N(CC)C(=O)c1ccccc1S2(=O)=O

With a hit mark in PHOSPHO1 inh, among the entries above:
GPR7 antagonist	NALP1 yeast inh	M18AAP inhibitor	IMP-1 inhibitor	IDE cell inh	PHOSPHO1 inh	pCIP destab	VIM-2 inhibitor	IDE cell activ	compound
-5	1	2	-2.4	7	65*	-23	-2.3	3	O=C(Cn1cnc2sc3c(c2c1=O)CCCC3)NCC(=O)Nc1ccc(F)cc1F

Bioassay records as filed in PubChem BioAssay.
